Screening data deposited in PubChem by several laboratories.
EP2 antag: blocks the human prostaglandin E2 receptor EP2; P43116; C6 glioma cells expressing human EP2, cAMP TR-FRET; cells stimulated with saturating PGE2; inhibition, % at 25 µM; hit rate 0.52% among 260,000; AID 1422;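 active = percent inhibition above 40 after rounding to a whole number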;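 also: rat C6 glioma host cells with rolipram phosphodiesterase inhibitor present; the protocol text gives 20 µM as final concentration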
p97 ATPase inh: human p97 ATPase inhibition. P55072. recombinant p97 ATPase, Kinase-Glo ATP luminescence, 3 h. inhibition, % at 8 µM. hit rate 0.42% among 220,000. AID 1481; in the data active = inhibition above about 15%;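 also: 0% = DMSO vehicle and 100% = wells lacking enzyme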
S1P4 agonist: agonists of human S1P4 receptor | O95977 | hit rate 0.35% among 220,000 | S1P4-expressing cell line, agonist reporter assay | activation, % at 4.98 µM; in the data active = activation above about 11%;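 also: 0% = DMSO vehicle and 100% = reference agonist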
eIF4E-4G inh: eIF4E/eIF4G interaction inhibition in translation initiation. P63073+Q04637. TR-FRET eIF4E-eIF4GI(517-606) binding, 2 h. inhibition, % at 21.7 µM. hit rate 0.37% among 220,000;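 active = inhibition above about 30%, limit read from the data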;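 also: 0% = full FRET control wells and 100% = background wells lacking eIF4GI fragment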
Target sequence (P63073 whole entry, looked up, the tested form may be a part): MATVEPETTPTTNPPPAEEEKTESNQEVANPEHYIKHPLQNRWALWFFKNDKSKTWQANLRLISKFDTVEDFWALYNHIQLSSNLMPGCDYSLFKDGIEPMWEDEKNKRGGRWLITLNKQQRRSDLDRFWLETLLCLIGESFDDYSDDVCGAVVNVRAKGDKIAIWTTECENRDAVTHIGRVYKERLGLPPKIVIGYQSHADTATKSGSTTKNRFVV
Target sequence (Q04637 whole entry, looked up, the tested form may be a part): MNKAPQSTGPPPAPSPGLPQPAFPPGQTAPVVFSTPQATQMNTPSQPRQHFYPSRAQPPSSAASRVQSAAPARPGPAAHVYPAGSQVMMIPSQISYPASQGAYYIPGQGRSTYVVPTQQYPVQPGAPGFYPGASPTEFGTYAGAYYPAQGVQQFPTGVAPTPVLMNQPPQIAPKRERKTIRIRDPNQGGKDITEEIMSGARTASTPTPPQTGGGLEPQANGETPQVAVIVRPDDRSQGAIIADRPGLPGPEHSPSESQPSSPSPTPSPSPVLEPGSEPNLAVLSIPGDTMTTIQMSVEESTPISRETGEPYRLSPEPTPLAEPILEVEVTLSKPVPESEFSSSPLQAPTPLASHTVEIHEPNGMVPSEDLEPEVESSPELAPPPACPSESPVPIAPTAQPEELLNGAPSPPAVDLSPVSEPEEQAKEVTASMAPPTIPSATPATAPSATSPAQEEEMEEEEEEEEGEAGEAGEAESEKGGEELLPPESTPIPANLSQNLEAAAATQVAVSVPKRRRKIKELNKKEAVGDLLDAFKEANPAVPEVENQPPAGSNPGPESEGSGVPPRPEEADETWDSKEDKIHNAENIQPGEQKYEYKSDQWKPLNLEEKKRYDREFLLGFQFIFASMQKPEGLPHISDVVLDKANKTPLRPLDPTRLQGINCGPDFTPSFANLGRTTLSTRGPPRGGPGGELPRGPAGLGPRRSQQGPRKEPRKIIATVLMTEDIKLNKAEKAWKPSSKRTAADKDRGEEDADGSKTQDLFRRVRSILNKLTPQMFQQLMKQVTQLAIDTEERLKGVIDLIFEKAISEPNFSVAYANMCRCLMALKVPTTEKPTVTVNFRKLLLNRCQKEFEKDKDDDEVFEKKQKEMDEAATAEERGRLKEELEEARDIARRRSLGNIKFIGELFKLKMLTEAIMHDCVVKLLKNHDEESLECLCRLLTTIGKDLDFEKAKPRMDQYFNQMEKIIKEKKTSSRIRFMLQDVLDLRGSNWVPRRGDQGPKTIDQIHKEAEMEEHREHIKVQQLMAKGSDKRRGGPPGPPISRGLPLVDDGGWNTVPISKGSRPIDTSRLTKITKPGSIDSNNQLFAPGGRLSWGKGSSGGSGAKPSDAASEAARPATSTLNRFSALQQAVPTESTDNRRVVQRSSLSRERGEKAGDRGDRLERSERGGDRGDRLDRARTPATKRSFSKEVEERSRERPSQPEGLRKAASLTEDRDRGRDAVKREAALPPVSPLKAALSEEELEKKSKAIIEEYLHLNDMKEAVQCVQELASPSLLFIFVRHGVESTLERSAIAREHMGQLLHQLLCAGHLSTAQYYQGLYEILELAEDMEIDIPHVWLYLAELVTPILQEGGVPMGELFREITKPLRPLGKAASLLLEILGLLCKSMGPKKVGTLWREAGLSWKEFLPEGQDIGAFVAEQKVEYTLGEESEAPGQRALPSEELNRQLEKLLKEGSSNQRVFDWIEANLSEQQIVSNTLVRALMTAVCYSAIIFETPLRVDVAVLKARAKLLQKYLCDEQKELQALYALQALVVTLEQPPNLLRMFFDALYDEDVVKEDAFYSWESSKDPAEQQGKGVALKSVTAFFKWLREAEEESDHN
S1P4 antagonist: antagonists of human S1P4 receptor | O95977 | S1P4-expressing cells, antagonist mode, reporter read-out | inhibition, % at 4.98 µM | hit rate 0.26% among 220,000 | AID 1510; in the data active = inhibition above about 29%;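 also: 0% = wells stimulated with agonist and 100% = vehicle wells without agonist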
NPY2 pot ag: potentiates or activates human NPY-Y2 receptor; P49146; cells expressing NPY-Y2, potentiator/agonist read-out; activation, % at 3.6 µM; hit rate 0.45% among 220,000; AID 1359; in the data active = activation above about 27%;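 also: cells stimulated with NPY near EC25 plus isoproterenol at EC100; 0% = vehicle plus submaximal agonist and 100% = vehicle plus saturating agonist; some results beyond the cut were filed as inactive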
EP2 mod: modulates human prostaglandin E2 receptor EP2 signaling. P43116. EP2-expressing cells, cAMP HTRF FRET, PGE2 co-stimulation. induction, % at 25 µM. hit rate 0.83% among 260,000;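 active = compounds whose cAMP rise, as percent of the full-agonist control response, exceeds 60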;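 also: rat C6 glioma line stably carrying human EP2 under a CMV promoter; the protocol text gives 20 µM as final concentration; 100% = response of wells given 1 µM PGE2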
NPY-Y1 PAM-ag: potentiates or activates human NPY-Y1 receptor; hit rate 0.37% among 220,000; activation, % at 3.6 µM; AID 1304; NPY-Y1 expressing cells, potentiator/agonist activation; in the data active = activation above about 33%, passing the limit was not always enough;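 also: cells stimulated with NPY at EC10 then isoproterenol at EC100; 0% = low agonist plus stimulus and 100% = saturating agonist plus stimulus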
NPY Y1 blocker: antagonists of human neuropeptide Y receptor Y1; P25929; hit rate 1% among 200,000; inhibition, % at 3.6 µM; HEK293-CNG Y1 cells, membrane potential fluorescence; NPY at EC95, then isoproterenol;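 active = inhibition above the campaign mean inhibition of all tested compounds plus 3 SD, cut at about 20% in these data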;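 also: 0% = DMSO wells given NPY plus isoproterenol and 100% = isoproterenol alone without NPY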
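System: HEK293 cells with Y1 receptor plus CNG channel / Probe or stimulus: NPY 25 nM then isoproterenol 1 µM plus Ro 20-1724 25 µM / Compound: one concentration, 3.6 µM, in 0.4% DMSO / Schedule: compound incubation 1 h at room temperature, readout 45 min post-stimulation / Measured by: membrane potential fluorescence / Read-out: % inhibition of NPY effect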
Starred values were filed as active, the others as inactive; · = not tested or not shown; & = joins results of further samples; ! = repeats disagree; [ ] = another dose, or the depositor's remark. These rows are one share of the data; the hit share may differ from the screen's.

SMILES	EP2 antag	p97 ATPase inh	S1P4 agonist	eIF4E-4G inh	S1P4 antagonist	NPY2 pot ag	EP2 mod	NPY-Y1 PAM-ag	NPY Y1 blocker
N/C(=N\OC(=O)c1ccc2c(c1)OCO2)c1ccc(Cl)cc1	9.5	2.1	0.7	-6.2	7.3	10.1	-6.0	12.8	-1.5
O=C1C(=O)N(c2ccc(O)cc2)C(c2ccccc2[N+](=O)[O-])/C1=C(\O)c1ccccc1 (stereo unspecified)	4.5	4.9	1.3	-3.2	-2.4	-14.1	19.0	4.4	·
O=C(/C(=C/c1cccnc1)n1ccnc1)c1ccc(Cl)cc1Cl	14.1	5.3	-0.6	4.3	3.2	13.9	-67.5	16.3	·
CCC(C)c1ccc(OCC(=O)O)cc1 (stereo unspecified)	8.2	3.3	0.4	5.0[fluorescence artefact?]	-3.3	5.8	13.6	-11.3	-0.4
CCOc1ccc(N2C(=O)CC(Sc3ccccc3C(=O)O)C2=O)c([N+](=O)[O-])c1 (stereo unspecified)	11.3	-0.5	0.6	-2.2	-3.2	-13.8	17.9	-7.3	-5.2
CC(C)OC(=O)NCN1C(=O)C2C3C=CC(C3)C2C1=O (stereo unspecified)	13.8	4.8	0.5	3.5[fluorescence artefact?]	-5.3	15.0	4.1	9.5	4.6
O=C(NCc1cccs1)C(Cc1ccccc1)n1cccc1 (stereo unspecified)	4.1	0.0	1.3	7.8	-5.1	-2.3	21.4	14.0	3.2
OC(COc1ccc2c(c1)OCO2)CN1CCCC1 (stereo unspecified)	2.9	8.7	-0.3	1.9	-18.0	-5.7	-1.8	-2.2	4.6
Cn1c(=O)c(NC2CCCCC2)c2c3c(cccc31)C(=O)c1ccccc1-2	2.7	4.3	1.5	5.0	-8.3	-1.9	65.3*	6.9	4.3
O=C(Nc1cnc2ccccc2c1)c1cccc(-n2cnnn2)c1	4.6	6.9	3.1	9.2	-29.8	16.7	-8.5	8.8	2.0
CC(C)CC1NC(=O)N(CC(=O)c2ccc3c(c2)OCCO3)C1=O (stereo unspecified)	13.8	-4.7	3.0	-0.1	5.7	-13.3	6.4	-11.4	7.0
O=C1CCC/C(=N\NC(=O)NC2CCCCC2)C1	7.5	3.2	-2.6	1.4	-2.6	-5.1	-0.3	2.5	11.5
CCn1c(Cc2ccccc2)nnc1SCC(=O)NC1CC1	2.6	0.9	0.5	-1.1	-20.7	-4.8	33.6	-24.4	-1.7
Cc1cc(NC(=O)COc2cccc3cccnc23)no1	8.9	-1.0	9.2	-1.0	-13.6	1.4	7.4	-5.4	2.1
Cc1cccc(C)c1N(CC(=O)NCc1ccc(F)cc1)C(=O)c1csnn1	7.0	0.5	-0.2	-0.1	11.5	1.4	-1.6	12.3	-4.0
O=C(NCc1cccc(Cl)c1)c1ccc(S(=O)(=O)Nc2cccc(C(F)(F)F)c2)cc1	1.3	3.8	0.4	-1.4[fluorescence artefact?]	-4.6	23.4	-53.3	34.6	-10.2
COc1ccc(CC(=O)Nc2ccccc2Oc2ccccc2)cc1	8.1	0.1	0.3	3.1	-24.6	9.9	44.9	11.6	-0.8
CC1CCN(CC(=O)Nc2ccccc2-c2ccccc2)CC1	5.3&5.3	-4.4	-2.4	-4.3[fluorescence artefact?]	-20.7	-3.4	64.5*!	-1.2	9.1
Cc1ccc(S(=O)(=O)N(C)C)cc1NC(=O)COC(=O)/C(=C/c1ccc(F)cc1)c1cccs1	7.0	5.3	0.1	4.7	-4.2	-0.7	38.8	-8.1	-4.1
Cc1[nH]c2c(Cl)cccc2c1CCNC(=O)C1CCCCC1C(=O)OCC(F)(F)F (stereo unspecified)	5.5	1.3	0.9	3.7	-7.9	-22.3	-17.1	-18.0	0.2
NC(=O)C1(NC(=O)[C@@H]2CC3(CC(c4cccc(NC(=O)[C@@H]5CCC(=O)N5)c4)=NO3)CN2C(=O)c2cnccn2)CC1 (stereo partly specified)	13.0	2.4	0.4	-5.8[fluorescence artefact?]	-6.4	-15.7	10.8	6.5	7.9
CCOC(=O)N1CCN(C(=O)c2ccc(Cn3c(=S)[nH]c4cc(OCC)c(OCC)cc4c3=O)cc2)CC1	6.2	2.0	0.3	-3.8	-12.5	-1.0	17.8	5.0	-3.9
COc1ccc(NC(=O)NC(C(F)(F)F)C(F)(F)F)cc1	13.9	2.5	1.7	-1.5	-9.5	-11.2	1.1	-18.9	-3.7
O=c1c2ccccc2nc(SCc2cn3ccsc3n2)n1-c1ccc(F)cc1	4.9	5.8	1.7	0.0	-20.8	-15.1	34.5	-1.7	1.1
Nc1c(C(=O)N/N=C/c2cccnc2)cnn1-c1ccccc1	10.0	-2.4	-0.5	-2.0[fluorescence artefact?]	-21.5	0.5	-36.7	8.7	3.4
CCOc1ccc(C2C(C(=O)Nc3ccccc3)=C(C)N=c3s/c(=C/c4cccc(OCC(=O)O)c4)c(=O)n32)cc1 (stereo unspecified)	6.2	5.1	2.5	-0.1	-7.9	-0.9	24.6	8.6	1.5
Cc1ccccc1Cn1ccc(NC(=O)c2cnn3c2NC(c2ccccc2)CC3C(F)(F)F)n1 (stereo unspecified)	7.2	-4.5	-1.1	-12.9	-0.5	13.4	6.0	25.5	-3.7
Cc1ccc2ncnc(Nc3cccc(C(=O)O)c3)c2c1	7.2	3.2	0.2	2.4	-2.3	-15.3	28.3	4.4	2.0
NC(=O)c1c(N)sc2c1CCCCC2	10.1	3.6	-0.1	·	3.4	4.7	-37.4	9.4	-4.9
CCCCOc1ccccc1Cn1c(=O)oc2ccccc21	7.8	-2.1	1.1	4.2	3.1	4.5	62.2*	-0.7	13.4
Cc1nnsc1NC(=O)OCc1ccc(C(C)(C)C)cc1	18.9	-0.4	2.3	8.8	-10.5	19.5	10.8	-33.3	-9.2
COc1ccccc1/C=C(\NC(=O)c1ccc(OC)c(OC)c1)C(=O)Nc1cccc([N+](=O)[O-])c1	8.6	3.9	0.8	1.8[fluorescence artefact?]	-6.8	11.5	10.2	-24.5	-2.2
CC(C)(C)NCC(O)(c1ccc(Cl)cc1)c1ccc(Cl)cc1	2.2	-3.4	1.7	-3.9	-11.9	-14.3	11.8	-9.0	11.9
Cc1cc(C)nc(NC2=NCCN2C(=S)Nc2ccc(C)c(C)c2)n1	14.7	0.5	0.9	0.4	4.8	16.4	-8.2	17.2	·
COCCNC(=O)CSc1cc(=O)n(C)c2cc(Cl)ccc12	13.2	3.7	0.5	-2.0	-9.2	-15.2	16.6	2.7	-0.8
N#C/C(=C/c1ccccc1[N+](=O)[O-])c1nc(C2CC2)cs1	2.7	-0.4	-1.7	20.4	-3.6	-4.5	29.1	-18.1	0.8
COCCCN1CN(S(=O)(=O)c2ccc(Cl)cc2)c2nc3ccccc3nc21	4.4	0.4	0.4	4.8	-1.5	-4.4	1.5	6.8	12.6
CCn1c(C)nc2cc(C(N)=O)ccc21	6.5	-1.2	1.1	-9.6	-2.3	16.0	15.8	10.9	·
CC1CCC2(CC1)NC(=S)N(C(C)(C)C)N2 (stereo unspecified)	7.0	-7.7	-0.4	-3.2	3.7	8.8	-17.5	-10.8	·
CCN1CCCC1CNC(=O)C(=O)Nc1cccc(OC)c1 (stereo unspecified)	6.9&6.6	-1.9	-1.8	3.9	1.2	-1.9	-23.5&1.8	-8.9	-0.9

Entries of single compounds as entered above:
Listed for COCCNC(=O)CSc1cc(=O)n(C)c2cc(Cl)ccc12 : EP2 antag = 13.2; p97 ATPase inh = 3.7; S1P4 agonist = 0.5; eIF4E-4G inh = -2.0; S1P4 antagonist = -9.2; NPY2 pot ag = -15.2; EP2 mod = 16.6; NPY-Y1 PAM-ag = 2.7; NPY Y1 blocker = -0.8
Listed for CC1CCC2(CC1)NC(=S)N(C(C)(C)C)N2 (stereo unspecified) : EP2 antag = 7.0; p97 ATPase inh = -7.7; S1P4 agonist = -0.4; eIF4E-4G inh = -3.2; S1P4 antagonist = 3.7; NPY2 pot ag = 8.8; EP2 mod = -17.5; NPY-Y1 PAM-ag = -10.8; NPY Y1 blocker = ·

(continued)
SMILES	EP2 antag	p97 ATPase inh	S1P4 agonist	eIF4E-4G inh	S1P4 antagonist	NPY2 pot ag	EP2 mod	NPY-Y1 PAM-ag	NPY Y1 blocker
CCC(C)c1ccc(C2C3=C(Nc4nc(N)[nH]c(=O)c42)c2ccccc2C3=O)cc1 (stereo unspecified)	14.3	15.4*	0.7	-2.8	12.0	27.7	-4.4	31.6	·
FC(F)(F)c1ccc(Oc2ccc3c(C(F)(F)F)cc(C(F)(F)F)nc3n2)cc1	4.5	2.9	0.0	7.1	3.7	-8.3	7.7	1.2	8.5
CCS(=O)(=O)N1CCC(C(=O)N2CCN(c3ccccc3)CC2)CC1	8.2	5.3	-1.6	-11.7	-0.3	8.2	8.5	9.7	-2.7
CC1CCc2sc(C(=O)N/N=C/C3CCCCC3)cc2C1 (stereo unspecified)	7.8	-3.9	0.8	6.0	-4.2	4.1	9.3	-28.1	1.1
O=C(O)CCC(=O)Nc1ccc2c(c1)oc1ccccc12	8.9	3.5	-0.5	-3.3	-7.0	-3.1	6.6	-2.7	-1.6
O=C1COc2ccc(-c3csc(NCC4CCCO4)n3)cc2N1 (stereo unspecified)	14.6	5.0	-1.0	-4.0	-7.0	-4.2	-4.0	-9.2	-3.3
CCc1ccc(C(=O)Nc2cc(C)ccc2F)s1	2.0	4.4	-1.1	-6.8	4.5	13.2	27.7	6.2	-1.6
Cc1ccc(S(=O)(=O)c2ccc(Cl)cc2)cc1S(=O)(=O)NC(C(=O)O)C(C)C (stereo unspecified)	4.0	1.0	0.4	15.1[fluorescence artefact?]	-3.5	-3.4	21.0	4.4	2.7
CCOC(=O)C(=O)N1CCN(c2ccccc2OC)CC1	3.4	3.4	0.7	1.7	-16.1	1.9	3.2	2.9	5.0
COCCN(C(=S)Nc1ccccc1C)C(C)c1cccnc1 (stereo unspecified)	15.5	-1.1	1.7	5.6[fluorescence artefact?]	-7.6	5.9	18.1	-12.6	1.3
COC(=O)c1cc2ccsc2n1Cc1nc(-c2ccc(Cl)cc2)oc1C	6.5	8.4	2.5	-2.0	9.7	-0.5	52.9	14.0	3.9
CNc1nnc(CSc2nc(C)cc(C)n2)s1	4.2	-1.3	0.1	4.6	-23.9	4.8	5.9	-14.1	7.2
CC(=O)NC(=S)Nc1ccc(NC(=S)NC(=O)/C=C/c2ccco2)cc1	3.6	3.8	-0.8	-0.7	2.9	-3.3	-16.1	-6.5	·
Cc1ccc(C(=O)COC(=O)CNC(=O)C(c2ccccc2)c2ccccc2)cc1[N+](=O)[O-]	16.5	-0.4	-0.8	-2.8[fluorescence artefact?]	-18.1	-13.9	6.5	12.3	-3.5
FC(F)Sc1nc(-c2ccccc2)c(-c2ccccc2)n1C(F)F	6.4	4.8	2.0	3.0	-4.6	-2.5	36.1	-8.1	4.4
Cn1c2ccccc2c(=O)c2c(O)cccc21	4.6	13.8	-0.7	-3.0	-16.5	1.4	16.3	-8.7	-2.0
O=[N+]([O-])c1ccc(Sc2cccc3cccnc23)c2cccnc12	6.9	3.8	1.0	1.7	-5.4	3.4	-29.8	1.8	3.9
CCOC(=O)c1ccc(N/C=C2/CCCC(C)C2=O)cc1 (stereo unspecified)	11.0	-7.1	1.8	2.1[fluorescence artefact?]	-5.7	-8.2	-4.8	2.4	1.1
O=C(NNc1nc2ccc(F)cc2s1)c1cccc(F)c1	4.3	2.5	1.1	-2.5	-10.1	-22.4	-56.8	-7.4	-2.6
